AI-2 QS mod = modulators of Vibrio harveyi AI-2 quorum sensing system | Vibrio harveyi JMH597 AI-2 luminescence/OD600 ratio, 9 h; hits give low values; strain lacks LuxN and CqsS sensors; 0 = neutral-control median | activity change, % at 7.5 µM | actives 0.4% (n = 300,000); in the data active = activity change below about -75%, passing the limit was not always enough;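 note: luminescence divided by OD600 gain over 9 h not by final OD600 alone; inactives centre near 13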
HIF activator = HIF pathway transcriptional activation | activation, % at 7.5 µM (by protocol) | actives 0.32% (n = 300,000) | U2OS HRE-luciferase reporter, luminescence; normalized: DMSO 0%, desferrioxamine 100%;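 active = mean activation of at least 10% of the iron chelator positive control signal, with at least half of replicates also reaching 10%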
HSF1 inhib = HSF1 inhibition | NIH3T3-HGL HSE-luciferase, MG132-induced, luminescence 8 h; hits give low values | actives 0.77% (n = 300,000) | activity change, negative = inhibition, % at 7.5 µM (by protocol);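 active = more than half of replicate wells show activity change below -50%, luminescence cut by over half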;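 note: luciferase reports HSF-1 transcriptional activity via heat shock element; 0% = median of DMSO wells and -100% = zero luminescence signal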
Platelet DG rel = platelet dense granule release activity | human platelet-rich plasma, SFLLRN dense granule ATP release, luminescence | inhibition, %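 (compounds screened at 7.5 µM in platelet-rich plasma)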 | actives 0.22% (n = 300,000) | AID 1663;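 active = mean replicate score, as percent of positive control, at or above 50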
HSF1 activator = increases HSF-1 driven luciferase reporter signal | activation, % at 9 µM | actives 1.7% (n = 300,000) | NIH3T3-HGL HSF-1 luciferase reporter, MG132, 8 h; 100% = twice DMSO control signal;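 active = mean replicate activation of at least 50% with a set share of replicates each reaching 50%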;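 note: 0% = median of the neutral control wells and 100% = twice that signal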
HSP90 inh = HSP90 refolding inhibition in rabbit reticulocyte lysate; inhibition, % at 5.6 µM; luciferase refolding luminescence, 3 h; actives 0.91% (n = 290,000);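 active = inhibition above the screen-wide mean plus 3 SD, computed separately per campaign, cut at about 16% in these data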;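 note: 0% = DMSO wells and 100% = 60 µM geldanamycin wells; inhibitors lower the luminescence because luciferase stays unfolded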
SKKanGAS inh = blocks kanamycin growth of S. pyogenes SKKanGAS strain; inhibition, % at 7.5 µM; actives 1.3% (n = 300,000); BacTiter-Glo, 6 h;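 active = mean replicate score, as percent of positive control median, at least 50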;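 note: strain carries kanamycin resistance gene driven by streptokinase promoter and grows in 40 µg/ml kanamycin; loss of luminescence reflects streptokinase promoter inhibition or plain growth inhibition; 0% = median of DMSO wells and 100% = positive control at its reference dose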
KLF5 inhibitor = kruppel-like factor 5 inhibition; DLD-1 KLF5 promoter-luciferase reporter, luminescence; inhibition, % at 5 µM; actives 0.23% (n = 290,000);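 active = inhibition above a per-plate limit of that plate's mean compound inhibition plus 3 SD, cut at about 60% in these data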;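 note: 0% = DMSO wells and 100% = LY294002 at 200 µM; higher means less KLF5 promoter-driven luciferase light; inactives centre near -14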
aSyn UTR inh = 5' untranslated region of α-synuclein, MLPCN primary screen. actives 0.82% (n = 300,000). alpha-synuclein 5'UTR reporter, inhibitor activity. inhibition, % (tested at 7.5 µM). AID 1813; in the data active = inhibition above about 60%;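 note: H4 neuroglioblastoma cells stably carrying SNCA 5'UTR luciferase fusion; 0% = DMSO wells and 100% = positive control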
IEC-6 tox = kills IEC-6 intestinal cells in KLF5 counter-screen; IEC-6 cytotoxicity, luminescence viability; actives 0.78% (n = 290,000); inhibition, % at 5 µM; AID 1825; in the data active = inhibition above about 22%;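 note: 0% = plate median of test compound wells and 100% = cytotoxic reference compound wells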
The depositor's hits bear a star; . = no result given; & = joins results of further samples.

SMILES	AI-2 QS mod	HIF activator	HSF1 inhib	Platelet DG rel	HSF1 activator	HSP90 inh	SKKanGAS inh	KLF5 inhibitor	aSyn UTR inh	IEC-6 tox
Cc1cc(C)n(CC(=O)N2CCCC(N3CCN(c4ccccc4C)CC3)C2)n1 (configuration not stated)	30	-0.1	0	20	5	1	5	-7	9	2
Cc1cc(NC(=O)COC(=O)c2cc(S(=O)(=O)N(C)c3ccccc3)ccc2Cl)no1	12	-0.2	1	2	-12	-3	9	-11	-3	-6
CN(C)S(=O)(=O)c1ccc(C(=O)Nc2ccccn2)cc1	5	1.4	6	-5	25	2	-9	-32	-70	0
COc1ccc(CC(=O)N(C)Cc2cccc(OC)c2OC)cc1S(=O)(=O)N1CCOCC1	26	0.0	-4	-11	-11	.	1	.	12	.
O=S(=O)(/N=C(/NC(=S)Nc1ccccc1)c1ccccc1)c1ccc(Cl)cc1	-8	2.1	25	6	30	-3	5	-108	-99	-2
Cc1ccc(S(=O)(=O)N2CCN(CC3CC4C=CC3C4)CC2)cc1 (configuration not stated)	29	0.6	-5	14	-5	-1	3	-15	-3	2
O=[N+]([O-])c1ccc([N+](=O)[O-])c(Nc2ccc(N3CCOCC3)cc2)c1	12	-1.3	-2	-2	2	1	26	-21	35	4
CC(=O)CSc1nc2c(c(=O)[nH]c(=O)n2C)n1Cc1cccc(Br)c1	8	-1.0	30	2	58*	-4	-1	-12	33	12
Cc1nnc(NC(=O)c2cccc(S(=O)(=O)N3CCc4ccccc43)c2)s1	21	-1.6	7	1	10	6	-2	-14	8	3
CCn1cc(S(=O)(=O)c2ccc(C)cc2)c(=O)c2cc(F)c(N3CCN(C)CC3)cc21	2	-0.4	-7	-2	-17	-1	4	-3	-29	-3
O=C(NCc1nnc(SCc2ccc(F)cc2)n1-c1ccccc1)C12CC3CC(CC(C3)C1)C2	18	-0.8	31	-4	62*	0	8	9	9	2
COc1ccccc1Nc1nc(-c2ccccc2O)nc2ccccc12	12	-0.4	-4	-4	-12	-1	-8	-4	15	0
CC(C)N1CCN(Cc2ccc(OC3CCCC3)cc2)CC1CCO (configuration not stated)	6	0.1	-7	.	3	7	8	-38	7	-5
CCOC(=O)c1cc(C#N)c(=S)[nH]c1C	22	-0.5	-2	2	-9	-1	14	-1	6	-2
CCc1ccccc1N=C1S/C(=C/c2ccccc2OCC(=O)N2CCOCC2)C(=O)N1C	10	-0.2	10	0	9	-6	31	-6	19	-3
CN1/C(=C\C(=O)C[n+]2ccc3ccccc3c2)C(C)(C)c2ccccc21	11	-0.6	-11	-3	1	3	-4	22	-31	2
Cc1cc(Cl)c(OCCCN2CCCCC2)c(Br)c1	8	0.2	-15	-31	-14	3	-10	-16	-31	4
c1ccc(-c2n[nH]c(-c3ccccn3)n2)nc1	18&15	2.4&0.4	4&17	16&-1	9	1&4	-2&6	-134&-91	-63&-25	-7&1
COC(=O)c1cccc(S(=O)(=O)N2CCN(c3nc4ccccc4s3)CC2)c1	47	0.0	-1	2	2	1	3	-1	20	3
O=[N+]([O-])c1ccccc1-c1ccc(C(=S)N2CCN(c3ccccc3)CC2)o1	16	0.9	0	2	12	4	13	22	-14	7
CCOC(=O)C1=C(NC(=S)NC(=O)c2ccccc2)c2ccccc2CC1(C)C	25	-0.2	-2	-17	0	1	7	-12	51	2
CCOC(=O)N1CCN(C(=O)CCN2C(=O)c3ccccc3S2(=O)=O)CC1	18	-0.1	-1	6	2	.	-1	.	-7	.
COCCCNC(=O)Cn1nc(-c2cccc(OC)c2)ccc1=O	16	1.0	-9	8	-6	0	6	-3	10	1
COc1ccc(S(=O)(=O)N2CC(=O)Nc3ccccc32)cc1	2	0.7	-1	-2	-5	-5	3	-28	5	-5
Cc1ccc(C(C(=O)NC2CCCCC2)N2CCN(C(=O)c3ccco3)CC2)cc1 (configuration not stated)	10	0.3	2	2	6	-2	-7	3	-9	-3
Nc1nc(Br)c2ccccc2c1-c1ccc(F)cc1	21	0.2	4	-3	-4	1	-1	11	21	-6
Cc1cc(C)c2nc(NC(=O)c3ccc4c(=O)n5c(nc4c3)CCCCC5)sc2c1	20	-0.2	0	2	1	0	15	-24	26	-2
COc1ccccc1NC(=O)Cc1nnc(SCC(=O)NC2CCCCC2C)n1C (configuration not stated)	34	-1.2	-1	3	10	1	0	-16	14	1
C/C(=N\NC(=O)c1ccncc1)c1ccc(N(C)C)cc1	8	0.2	8	2	5	-1	2	-39	-21	-6
O=C(Nc1ccncc1)c1cccc(S(=O)(=O)N2CCc3ccccc32)c1	24	0.5	-2	-8	16	.	-14	.	-4	.
O=C(NC1CCCCC1)C1CCC(=O)N(C2CC2)C1 (configuration not stated)	13	0.0	-5	-7	-4	-1	2	-20	-9	3
COc1ccc2c3c([nH]c2c1)C1CC2C(CC(O)C(OC)C2CO)CN1CC3 (configuration not stated)	2	0.0	-4	2	8	1	1	-21	25	2
COc1ccc(S(=O)(=O)N2CCSC2C)cc1C (configuration not stated)	4	-0.4	-6	0	1	2	5	-12	25	3
COc1ccc(/C=N/NC(=O)c2cc(C(C)(C)C)[nH]n2)cc1COc1ccc(F)cc1F	34	-0.8	-1	-7	14	4	61*	-21	7	5
COc1cccc(CN2CCNC(=O)C2CC(=O)NCCCN2CCCC2=O)c1 (configuration not stated)	21	0.2	0	-35	16	1	-6	-34	3	0
COc1cc(Cl)ccc1OCc1cc(C(=O)N2CCCCCCC2)no1	-6	0.3	13	-11	6	4	-10	-45	17	6
O=C(c1ccccc1)N1CCN(Cc2ccc3c(c2)OCO3)CC1	14	-0.5	-12	1	-22	-4	-1	-18	19	-3
CCOc1ccccc1C(=O)Nc1nn[nH]n1	22	-0.5	5	0	28	-3	1	-53	-1	8
Cn1c(=O)c2c(ncn2CC(N)=O)n(C)c1=O	24	-0.2	0	4	-2	0	9	-4	-1	-5
O=C(CSc1nc2nccnc2c(=O)n1Cc1cccs1)Nc1ccccc1	24	-0.7	1	-4	12	-8	3	-13	2	-5
COc1ccccc1CN(C)CC(=O)Nc1ccc(Cl)cc1F	-2	0.3	0	-2	20	2	-5	-29	-11	2
COc1ccc(NC(=O)COC(=O)c2cc([N+](=O)[O-])ccc2N2CCOCC2)cc1	26	-0.5	-6	5	-1	-2	0	-22	15	10
CC(=O)Nc1ccc(Nc2nc(C)cc(C)n2)cc1	-12	0.2	-5	-1	-9	4	-4	-1	-12	6
C[C@@H](C(=O)N[C@H](C(=O)O)c1ccccc1)n1nnc2ccccc2c1=O	15	0.3	-4	-9	-5	1	1	9	5	0
COCCC(=O)N1CCC(Oc2ccc(C(=O)N3CCCCC3COC)cc2)CC1 (configuration not stated)	4	0.1	-2	-6	-9	-9	2	-27	6	-4
CC(C)(C)c1ccc(-c2n[nH]c(=S)n2Cc2ccccc2)cc1	-23	0.0	14	-4	41	5	4	-4	3	4
Cc1cc(C(=O)COC(=O)[C@H](C)NC(=O)c2ccco2)c(C)n1Cc1ccco1	2	-0.2	-4	1	0	-1	-4	2	5	2
COc1cc(NC(C)CCCN)c2ncccc2c1Oc1ccccc1 (configuration not stated)	-1	-0.6	2	-23	0	8	4	-11	26	-5
Cc1ccc(-c2noc(CN3CCN(Cc4ccccc4)CC3)n2)cc1	-11	0.0	3	5	2	3	-4	-8	12	0
Cc1[nH]c2ccccc2c1/C=N/Nc1ccccn1	31	0.7	-3	5	5	-2	2	-9	-100	4
Cc1cc(NC(=O)CSc2nnc(-c3ccco3)n2CC2CCCO2)no1 (configuration not stated)	3	-0.4	-1	6	4	3	6	-21	8	-4
CCN(CC)Cc1csc2ccc(Br)cc12	13	-0.4	-10	1	-18	3	2	-19	0	0
CCOc1ccccc1N=Cc1c(O)n(C)c(=O)n(C)c1=O	3	-7.5	-8	-3	-2	-2	-7	-10	-6	2
COC(=O)c1ccc(CSc2ccc3nnc(-c4ccc(F)cc4)n3n2)o1	30	-0.3	-2	-3	9	-2	.	-11	5	-2
COc1ccc(C/C(N)=N/OC(=O)Cc2ccccc2)cc1OC	-39	0.3	0	-5	15	-1	0	-3	-5	0
CCCc1n[nH]c2c1C(=O)C(C(=O)OC)C(C)(C)C2 (configuration not stated)	-1	-0.8	-3	-4	12	-2	0	1	-13	-6
COc1ccc(NC2c3ccccc3C(=O)N2c2cccnc2)cc1 (configuration not stated)	-5	-0.2	-4	6	-4	-2	-1	-12	-7	-1
COc1ccc(Cn2c(CCC(=O)NCc3ccco3)nc3cccnc32)cc1	17	0.0	-2	3	12	0	-3	-9	6	-2
CC(C)c1nc2cc3ccccc3cc2[nH]1	17	1.1	6	2	14	5	3	-31	-31	2
CCC(=O)OC1(C)C(=O)C=C2C=C(CCCCNC(=O)OC(C)(C)C)OC=C2C1=O (configuration not stated)	23	-0.6	1	9	-3	.	10	.	11	.
Remaining list, next part:
SMILES	AI-2 QS mod	HIF activator	HSF1 inhib	Platelet DG rel	HSF1 activator	HSP90 inh	SKKanGAS inh	KLF5 inhibitor	aSyn UTR inh	IEC-6 tox
Cc1csc(SCC(=O)NCc2ccccc2)n1	2	0.1	-2	-4	-2	-3	-1	-24	28	-5
C#CC(C)(CC)NC(=O)Cn1nnc(-c2cccc(C(F)(F)F)c2)n1 (configuration not stated)	-13	-0.6	-4	-4	35	-5	-16	-24	-4	-7
FC(F)(F)c1nc(SCc2ccc(Cl)cc2Cl)n[nH]1	1	1.2	10	9	3	2	15	-24	-29	3
C[N+](C)(C)CCCCCC(=O)/C=N/O	19	-0.4	-3	-4	-2	-3	0	-13	-11	-2
Cc1cccc(C)c1Nc1nnc(SCc2nc3ccccc3s2)s1	19	2.1	16	-10	17	2	1	-7	-85	5
Cc1nc2ccccn2c1C(=O)N=Nc1c(O)n(CCC(C)C)c2ccccc12	9	-0.5	-2	-4	-1	2	33	-5	7	0
Oc1cc2c(cc1C(c1ccc(Cl)c(Cl)c1)N1CCCC1)OCO2 (configuration not stated)	24	-0.9	-7	-4	-1	-4	-3	-20	7	-2
Cc1ccc(N2CC(C(=O)Nc3ccc(S(=O)(=O)NCC4CCCO4)cc3)CC2=O)cc1C (configuration not stated)	5	-1.0	-1	-12	7	-1	0	-17	13	2
COc1cccc(-c2nnc(SCC(=O)Nc3cc(C)ccc3OC)n2N)c1	25	-0.3	-8	1	0	-2	-7	12	-14	2
O=C(O)CNC(=O)/C=C/c1ccc(Cl)cc1Cl	9	1.4	0	2	-3	3	14	-29	-26	3
Cc1ccc(N2CC(C(=O)OCc3ccccc3)CC2=O)cc1 (configuration not stated)	14	0.0	-4	7	4	4	4	-55	-1	-2
CC(NC(=O)COC(=O)Cc1ccc(-c2ccccc2)cc1)c1ccccc1 (configuration not stated)	14	-0.4	-4	3	-14	-3	-1	-32	16	6
COc1ccc(CN2CCNC(=O)C2CC(=O)N2CCCCO2)cc1OC (configuration not stated)	18	-0.1	0	11	-12	1	8	-6	8	5

HSF1 activator, what is marked active above.
SMILES	AI-2 QS mod	HSF1 inhib	Platelet DG rel	HSF1 activator	HSP90 inh	KLF5 inhibitor	aSyn UTR inh
CC(=O)CSc1nc2c(c(=O)[nH]c(=O)n2C)n1Cc1cccc(Br)c1	8	30	2	58*	-4	-12	33
O=C(NCc1nnc(SCc2ccc(F)cc2)n1-c1ccccc1)C12CC3CC(CC(C3)C1)C2	18	31	-4	62*	0	9	9

Compound activity deposited in PubChem by several laboratories.
